Mito fusion yeast: blocks mitochondrial division or promotes mitochondrial fusion. S. cerevisiae fusion-defective mutant growth rescue, CellTiterGlo 48 h. Potency, µM (titrated, usually from 46.1 µM), inactives show at the highest dose growth rescue (activation), actives largely listed as activators. 320,000 tested, 0.23% active;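 further: potency means the concentration at half of the fitted maximal effect; % of control where 0% means no effect; nearly all actives have a fitted effect of over 45% in size; temperature-sensitive fusion mutants such as fzo1-1 at 37 °C on non-fermentable ethanol glycerol medium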
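Temperature-sensitive fusion-defective S. cerevisiae (e.g. fzo1-1, mgm1-5) were grown with compound in YPEG medium (3% ethanol, 3% glycerol) for 48 hours at 37C. Growth rescue was measured as viability by CellTiterGlo luminescence after 10 minutes at ambient.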
AT treatment: candidate therapy for ataxia-telangiectasia; […] A-T fibroblasts, KAP-1 phosphorylation AlphaLISA; neocarzinostatin DNA damage 30 min before lysis; Potency, µM (titrated, usually from 57.5 µM), for the others: at the highest dose activation, hits mostly activators; 320,000 tested, 0.19% active; further: potency means the concentration at half of the fitted maximal effect; % of control where 0% means no effect; nearly all actives have a fitted effect of over 45% in size
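ATM-like activity read as KAP-1 phosphorylation via AlphaLISA donor/acceptor antibody pairs after lysis and 6 hr at 25C. Cells were ATM-null patient fibroblasts ([…], hTERT), dosed 60 min, then exposed to the DSB inducer NCS for 30 min.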
TCR act: activators of T cell receptors; primary human leukocytes, anti-CD3, IL-2 HTRF, 48 h; Potency, µM (top dose mostly 9.22 µM), inactives show at the top dose activation of IL-2 secretion, hits mostly activators; 330,000 tested, under 10 active; AID 504894; further: % of control where 0% means no effect
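Activity was scored as IL-2 release from primary human leukocytes given only a TCR signal (a-CD3 beads) plus compound for 48 hr. Detection used a two-antibody HTRF format read at 665nm.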
PTAP TSG101 blk: blocks PTAP/TSG101 interaction to inhibit HIV-1 budding. Q99816. Fluorescence polarization, FITC-PTAP peptide / Tsg101 binding. Potency, µM (titrated, usually from 115 µM), for the others: at the highest dose activity change, negative = inhibition, actives largely listed as inhibitors. 340,000 tested, under 10 active. AID 493005; active means well fitted inhibition curve with a large enough effect in the main read-out, with a control signal flat, not every such curve was filed as active; inconclusive means small, poorly fitted or top-dose-only effect, or effect the other way, or a change in a side signal; inactive means no such curve, though single readings can be large or run the other way; further: potency means the concentration at half of the fitted maximal effect; % of control where 0% means no effect
Target sequence (Q99816 whole entry, looked up): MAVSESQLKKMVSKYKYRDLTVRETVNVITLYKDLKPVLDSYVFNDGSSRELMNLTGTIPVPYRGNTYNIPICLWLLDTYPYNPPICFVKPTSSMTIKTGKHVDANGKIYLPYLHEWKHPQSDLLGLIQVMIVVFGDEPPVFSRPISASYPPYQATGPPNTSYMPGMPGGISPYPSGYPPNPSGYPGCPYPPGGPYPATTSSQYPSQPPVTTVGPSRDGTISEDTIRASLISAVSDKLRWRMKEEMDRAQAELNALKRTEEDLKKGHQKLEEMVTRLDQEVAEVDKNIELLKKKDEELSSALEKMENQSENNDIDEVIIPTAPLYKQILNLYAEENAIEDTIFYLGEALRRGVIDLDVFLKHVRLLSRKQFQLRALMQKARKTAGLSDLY
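Fluorescence polarization binding of Tsg101 binding domain (10 uM final) to FITC-labeled PTAP peptide (50 nM final) in HEPES pH 7.5 buffer with NaCl, Tween 20, EDTA, TCEP. Compounds added before peptide; binding 20 min at RT.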
Tb PFK inh: T. brucei PFK enzyme inhibition. AID 485367. T. brucei PFK, ADP-Glo luminescence. 330,000 tested, 0.17% active. Potency, µM (highest dose often 57.5 µM), for the others: at the highest dose activity, negative = inhibition, actives largely listed as inhibitors;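 further: potency means the concentration at half of the fitted maximal effect; 0% = uninhibited 1x PFK enzyme wells and -100% = no-enzyme wells; nearly all actives have a fitted effect of over 60% in size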
Target sequence (O15648 whole entry, looked up): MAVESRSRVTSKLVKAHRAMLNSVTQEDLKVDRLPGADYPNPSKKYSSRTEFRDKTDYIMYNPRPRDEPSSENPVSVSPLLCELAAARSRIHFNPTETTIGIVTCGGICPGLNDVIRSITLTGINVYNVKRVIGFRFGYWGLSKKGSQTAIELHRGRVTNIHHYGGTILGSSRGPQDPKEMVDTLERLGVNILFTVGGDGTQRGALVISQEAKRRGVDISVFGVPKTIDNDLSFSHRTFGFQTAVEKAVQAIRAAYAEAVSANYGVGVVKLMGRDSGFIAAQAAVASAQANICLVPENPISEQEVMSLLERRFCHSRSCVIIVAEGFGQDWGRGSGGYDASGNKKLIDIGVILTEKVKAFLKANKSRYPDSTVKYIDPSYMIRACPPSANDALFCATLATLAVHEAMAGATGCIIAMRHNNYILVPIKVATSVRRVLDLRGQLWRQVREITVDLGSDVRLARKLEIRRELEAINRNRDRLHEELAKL
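PFK 1.25 nM, F6P 0.5 mM, ATP 0.1 mM, 0.1 M TEA pH 8.0, 5 mM MgCl2, 0.01% Tween20, 0.1% BSA; 45 min RT. ADP-Glo readout. qHTS titration up to 57 uM; curves fitted, compounds curve-classed.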
TSHR antag: human thyrotropin receptor antagonism; P16473; TSHR-expressing cells, TSH-stimulated cAMP HTRF, 2 h; active compounds read low; activity change, negative = inhibition, % at 11.5 µM; 330,000 tested, 0.2% active;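 active means activity change below a set negative limit, meaning inhibition stronger than a set level, cut at about -70% in these data; inconclusive means activity change between two set negative limits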; further: on the % scale 0 is the no-effect control and ±100 the full control effect
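Antagonism was scored as loss of TSH-driven cAMP in TSHR cells, stimulated with 4nM TSH (EC80) for 2 hours at 37 deg C and detected by homogeneous HTRF competition immunoassay.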
Eya2 inh: Eya2 (human) phosphatase inhibition | 330,000 tested, 0.006% active | Potency, µM (series often up to 76.9 µM), without a hit: at the top dose activity, negative = inhibition, hits mostly inhibitors | recombinant Eya2, OMFP fluorescence dephosphorylation (OMFP is methylfluorescein phosphate) | O00167; further: potency means the concentration at half of the fitted maximal effect; on the % scale 0 is the no-effect control and ±100 the full control effect
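Eya2 (0.2 uM) preincubated 10 min at ambient with compound, then OMFP substrate added at 50 uM; 10 min reaction in 50 mM HEPES pH 7.5, 50 mM NaCl, 5 uM MgCl2, 0.05% BSA, 1 mM DTT. Fluorescence read at Ex 485/Em 525 nm.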
Chronic BCR inh: chronic active BCR signaling inhibition; ABC-DLBCL IkBa-CBG/CBR reporter, luminescence ratio, 4 h; Potency, µM (highest dose often 46.1 µM), inactives show at the top dose ratio change, negative = lower green/red ratio, most hits filed as inhibitors; 340,000 tested, 0.05% active; active means well fitted inhibition curve with a large enough effect in the signal ratio, with a control signal flat, not every such curve was filed as active; inconclusive means small, poorly fitted or top-dose-only effect, or effect the other way, or a change in a side signal; the % refers to the signal ratio;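 further: potency means the concentration at half of the fitted maximal effect; plate controls were basal doxycycline-induced cells for no effect and cells given 10 µM MG132 for full effect; MG132 reads +100%, hits lower the ratio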
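TMD8 ABC-DLBCL cells carrying doxycycline-inducible green luciferase fused to IkappaBalpha plus unfused red luciferase were exposed to compounds (up to 46 uM) for 4 hrs at 37C. Activity came from the overlap-corrected green/red luminescence ratio.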
ELG1 repair inh: inhibitors of ELG1-dependent DNA repair in HEK293T cells. HEK293T ELG1-luciferase reporter, luminescence, 16 h; DNA damage induced by 5-fluorouridine. Potency, µM (titrated, usually from 46.1 µM), for inactives: at the top dose activity change, negative = inhibition, hits mostly inhibitors. 330,000 tested, 2.3% active. AID 504467; further: potency means the concentration at half of the fitted maximal effect; on the % scale 0 is the no-effect control and ±100 the full control effect; nearly all actives have a fitted effect of over 55% in size
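5-Fluorouridine DNA damage + compound/DMSO, 2,000 cells/well, 16 h, 37 °C/5% CO2. ONE-Glo, 30 min RT, luminescence. Readout = decrease in reporter signal.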
ASM inhibitor: blocks human secretory acid sphingomyelinase; P17405; placental ASM, HMU-PC fluorogenic substrate, 60 min; Potency, µM (top dose mostly 57.5 µM), for inactives: top-dose activity change, negative = inhibition, usual class: inhibitors; 340,000 tested, 0.006% active; AID 504937; further: potency means the concentration at half of the fitted maximal effect
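qHTS format. ASM enzyme prepared from human placenta hydrolyses the fluorogenic substrate HMU-PC0 (9 uM final) over 60 min at 37 °C after a 10 min compound preincubation.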
Integrin act MD: activators of alpha7 integrin expression for muscular dystrophy. alpha7betagal myoblasts, beta-gal FDG fluorescence, 48 h. Potency, µM (highest dose often 38.3 µM), for inactives: at the top dose activation, most hits filed as activators. 350,000 tested, 0.064% active. AID 624291;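 further: potency means the concentration at half of the fitted maximal effect; 100% = response of the positive control SU9516; nearly all actives have a fitted effect of over 60% in size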
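Alpha7betagal+/- myoblasts (passage 13) were plated 16-24 hr, then exposed to compounds (1:260 dilution of DMSO stock) for 48 hours at 37C. After MPER lysis, β-galactosidase reporter activity was read as FDG fluorescence (ex 480/em 540) after 30 minutes.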
The depositor's hits bear a star; ? = inconclusive; · = not tested or not shown; [ ] = another dose, or the depositor's remark. Unless noted, the call rests on the fitted dose curve; in most records, active means well fitted curve in the direction sought with a large enough effect; inconclusive means small, poorly fitted or top-dose-only effect, or another doubt; inactive means no such curve, though single readings can be large; an effect the other way counts as inactive or inconclusive.

nr | canonical_smiles | Mito fusion yeast | AT treatment | TCR act | PTAP TSG101 blk | Tb PFK inh | TSHR antag
1 | OCC[C@H]1C[C@@H](O)[C@H](O)[C@@]2(Cc3ccccc3CO2)O1 | -4% | 14% | 0% | -2% | 2% | 6
2 | O=C(CCNC(=O)c1ccco1)Nc1ccc(Cl)c(C(F)(F)F)c1 | -7% | -2% | -2% | -5% | -14% | -6
3 | COc1ccc(S(=O)(=O)N2CCN(Cc3cccs3)CC2)cc1OC | · | 11% | -15% | -4% | 4% | ·
4 | O=C(COC(=O)CCC(=O)N1CCOCC1)Nc1ccc(Br)cc1Br | · | -3% | 7%[46.1 µM] | -10% | 0% | -13
5 | N=C1C(c2nc3ccccc3c(=O)[nH]2)=C(O)CN1CCO | -4% | -3% | -5% | -4% | 3% | 1
6 | CC1CCN(C(=O)C2CCCN(S(=O)(=O)c3ccc4c(c3)CC(C)N4C(=O)C3CC3)C2)CC1 (configuration not stated) | 7% | -10% | -1% | -3% | 1% | -5
7 | Nc1nc(SCC(=O)N2CCCc3ccccc32)n[nH]1 | · | 4% | -21% | -3% | -3% | ·
8 | Cc1ccc(C(=O)NC2CCN(CC(=O)NCc3cccs3)CC2)cc1 | -16% | -2% | -2% | -4% | -3% | 19
9 | CCn1c(=O)c2c3c(sc2n2c(=S)[nH]nc12)CCC3 | 12% | · | -6% | -1% | 0% | -11
10 | CCCCN(C(=O)c1cccc(S(=O)(=O)N2CCN(Cc3ccccc3)CC2)c1)c1ccccc1 | -6% | -2% | 4% | 0% | 1% | 17
11 | O=C(CN(Cc1ccc(Cl)cc1)C(=O)CNS(=O)(=O)c1ccccc1)NCC1CCCO1 (configuration not stated) | 5% | 0% | 2% | -8% | 2% | 12
12 | CCN(CC)S(=O)(=O)c1cc(-c2nnc(-c3ccc(Br)cc3)o2)ccc1Br | 0% | · | -3%[46.1 µM] | 0% | 0% | -16
13 | CCC(=O)Nc1cccc(NC(=O)CSc2nnc(-c3ccc(NS(C)(=O)=O)cc3)n2C)c1 | -1% | 2% | 2% | -1% | 9% | 1
14 | CCN(CC(=O)Nc1c(F)cccc1F)C(=O)CSCC(=O)Nc1ccc(OC)cc1 | 4% | -2% | -4% | -4% | -1% | -6
15 | CCNC(=O)Oc1ccc(-c2csnn2)cc1 | 4% | 3% | 0% | -4% | 0% | -2

nr | Eya2 inh | Chronic BCR inh | ELG1 repair inh | ASM inhibitor | Integrin act MD
1 | 12% | 1% | 8% | 4% | 5%
2 | -2% | -8% | -2% | -2% | -2%
3 | 7% | -2% | -11% | 1% | 7%
4 | 7% | -1% | 16% | 6% | 26%
5 | 11% | 2% | 5% | 4% | 27%
6 | -6% | 11% | -20% | -4% | -5%
7 | -21% | 1% | ? | 3% | 13%
8 | -21% | 1% | 14% | 1% | -2%
9 | 6% | 6% | -5% | -3% | -1%
10 | 4% | 0% | 3% | -1% | -48%[inhibitor]
11 | 0% | -1% | -1% | 2% | -10%
12 | -2% | ? | ? | -2% | -2%
13 | 3% | -5% | 4% | 4% | 2%
14 | -4% | 1% | 7% | 7% | 24%
15 | -1% | 0% | -5% | -2% | 10%

Entries of single compounds from above. Order of values: Mito fusion yeast, AT treatment, TCR act, PTAP TSG101 blk, Tb PFK inh, TSHR antag, Eya2 inh, Chronic BCR inh, ELG1 repair inh, ASM inhibitor, Integrin act MD
`CCN(CC(=O)Nc1c(F)cccc1F)C(=O)CSCC(=O)Nc1ccc(OC)cc1` as listed: 4%, -2%, -4%, -4%, -1%, -6, -4%, 1%, 7%, 7%, 24%
`CCNC(=O)Oc1ccc(-c2csnn2)cc1` as listed: 4%, 3%, 0%, -4%, 0%, -2, -1%, 0%, -5%, -2%, 10%

The listing continues.
nr | canonical_smiles | Mito fusion yeast | AT treatment | TCR act | PTAP TSG101 blk | Tb PFK inh | TSHR antag
16 | CCSc1ccc([C@@H]2[C@@H]3C(=O)N(CC)C(=O)[C@@H]3[C@]3(C(=O)OC)CCCN23)cc1 | 12% | 11% | -10% | · | 0% | 24
17 | Cc1cc(C(=O)CN2CCCC2)c(C)n1-c1ccc(Cl)cc1 | 2% | -2% | -1% | 1% | 6% | -4
18 | Cc1ccn2cc(CCNC(=O)C3CC=CCC3C(=O)O)nc2c1 (configuration not stated) | 3% | 18% | 10% | 0% | 2% | 7
19 | Cc1ccccc1-c1nc(CN2CCC(C(=O)NCCCN3CCCC(C)C3)CC2)c(C)o1 (configuration not stated) | 9% | 0% | 5% | -6% | -1% | -3
20 | COC(=O)c1ccc(NC(=O)CN2CCN(c3cccc(Cl)c3)CC2)cc1 | ? | 2% | 3% | -4% | 10% | ·
21 | S=c1[nH]nc(C2CC2)n1Cc1ccco1 | 4% | -6% | 0% | -4% | -7% | -1
22 | CCC(C)(C)NC(=O)CN(Cc1ccc2c(c1)OCO2)C(=O)CCC(=O)Nc1nccs1 | -2% | 1% | 5% | -2% | 0% | -2
23 | Cc1ccc(C(=O)Nc2ccncc2)c(Cl)c1 | -3% | 5% | · | 0% | 3% | -4
24 | Cn1cc(C2CC(c3ccccc3)=NN2C(=O)c2ccccc2)c2ccccc21 (configuration not stated) | ? | 7% | 3%[46.1 µM] | -1% | 0% | 15
25 | CCc1ccccc1NC(=O)/C(C#N)=C\c1ccc(Sc2ccccc2)o1 | 2% | -1% | -2% | -1% | 2% | -31
26 | O=C(CN1C(=O)CNC1=O)Nc1cccc(C(F)(F)F)c1 | 6% | 6% | 8% | -1% | -4% | 9
27 | Cc1cc(Br)ccc1NC(=O)CCS(=O)(=O)c1cccc2nonc12 | -7% | 18% | -6% | 3% | 1% | -28
28 | CC(=O)NC(CC(=O)OC(C)C(=O)Nc1ncc(Cl)cc1Cl)c1ccccc1 (configuration not stated) | 0% | -3% | -3% | · | 0% | -13
29 | Cc1ccc(/C(N)=N/OC(=O)Cc2ccccc2)cc1 | 0% | 9% | -10%[46.1 µM] | -3% | -1% | -4
30 | NC(=O)c1ccsc1NC(=O)C1CCCCC1 | 13% | 0% | 5% | 2% | 14% | -18

nr | Eya2 inh | Chronic BCR inh | ELG1 repair inh | ASM inhibitor | Integrin act MD
16 | 10% | 0% | 15% | 16% | 9%
17 | -5% | 4% | -4% | 0% | 14%
18 | -9% | 12% | ? | 5% | 22%
19 | 6% | ? | 22% | ? | -73%[inhibitor]
20 | -6% | 9% | ? | -13% | 16%
21 | 9% | 1% | 1% | -3% | 23%
22 | -2% | -4% | -14% | -2% | 28%
23 | -9% | -6% | 0% | -2% | 0%
24 | -6% | -6% | ? | -5% | 0%
25 | 12% | 0% | -10% | -2% | 9%
26 | 4% | 2% | 0% | 1% | 1%
27 | -6% | 10% | 3% | 0% | -10%
28 | 0% | 4% | 7% | 0% | 20%
29 | 1% | ? | ? | 1% | -9%
30 | 0% | ? | ? | 2% | -32%

Other results follow:
nr | canonical_smiles | Mito fusion yeast | AT treatment | TCR act | PTAP TSG101 blk | Tb PFK inh | TSHR antag
31 | CC1CCN(C(=O)c2cc(-c3ccc(Cl)c(Cl)c3)on2)CC1 | 14% | 6% | -2%[46.1 µM] | -12% | 3% | -15
32 | CC(C)Cn1c(=O)c2c(nc3n2CC(C)CN3Cc2ccccc2)n(C)c1=O (configuration not stated) | 7% | 7% | -1% | 2% | 3% | -3
33 | Cn1cccc2[nH]c(=O)nc1-2 | -2% | 2% | 0% | -1% | -5% | 3
34 | c1ccc(CN(Cc2cccs2)C(c2cccs2)c2nnnn2C2CCCC2)cc1 (configuration not stated) | 11% | 8% | 3% | -13% | 1% | -15

nr | Eya2 inh | Chronic BCR inh | ELG1 repair inh | ASM inhibitor | Integrin act MD
31 | 5% | -1% | ? | -7% | 11%
32 | -20% | ? | -23% | 0% | -20%
33 | -7% | -13% | -28% | 1% | -12%
34 | -5% | ? | -12% | -6% | -11%

Screens as filed in PubChem BioAssay.
